RPL19A-GFP yeast = yeast TOR pathway RPL19A-GFP modulation; 330,000 compounds, 0.3% hits; percent response vs DMSO, % at 10 µM; S. cerevisiae RPL19A-GFP strain, flow cytometry, 3 h; stronger effect = lower value;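 active means percent response vs DMSO below 50%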;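 further: median channel GFP fluorescence of the barcoded RPL19A-GFP strain; ratio of sample median GFP to plate DMSO average so 100% = DMSO; lower means less RPL19A-GFP as with rapamycin TOR inhibition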
CIT2 TOR yeast = modulators of TOR pathway CIT2-GFP in S. cerevisiae | S. cerevisiae CIT2-GFP strain, flow cytometry, 3 h; 100 means same as DMSO wells | GFP response vs DMSO, % at 10 µM | 320,000 compounds, 0.065% hits;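 active means GFP response relative to DMSO above a set limit, near the screen mean plus 3 SD, cut at about 150% in these data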;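 further: ratio of well median GFP fluorescence to mean of DMSO wells on the plate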
LAP4-GFP MLPCN = yeast TOR pathway LAP4-GFP modulation. S. cerevisiae LAP4-GFP multiplex, flow cytometry GFP, 3 h; median GFP as percent of DMSO wells. GFP response vs DMSO, % at 10 µM. 320,000 compounds, 0.34% hits. AID 2023;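 active means GFP response vs DMSO above a set limit, about the screen mean plus 3 SD, cut at about 150% in these data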
VLA-4 inh = inhibition in a human VLA-4 binding assay. P13612. VLA-4 expressing cells, ligand binding flow cytometry. inhibition, % (about 7 µM as worked out from the volumes in the protocol). 330,000 compounds, 0.2% hits. AID 2557; in the data active means inhibition above about 50%
GRK2 aptamer HTS = human GRK2 inhibition via aptamer displacement. P25098. bead flow cytometry, FAM-aptamer displacement from GRK2. inhibition of aptamer binding, % at 10 µM. 330,000 compounds, 0.59% hits. AID 488847;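 active means inhibition of aptamer binding above 40%, roughly 3 SD of noise, on plates passing a quality check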;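 further: median bead fluorescence of bound FAM aptamer so fluorescent compounds give negative values; no value below 0 was filed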
Target sequence (P25098 whole entry, looked up): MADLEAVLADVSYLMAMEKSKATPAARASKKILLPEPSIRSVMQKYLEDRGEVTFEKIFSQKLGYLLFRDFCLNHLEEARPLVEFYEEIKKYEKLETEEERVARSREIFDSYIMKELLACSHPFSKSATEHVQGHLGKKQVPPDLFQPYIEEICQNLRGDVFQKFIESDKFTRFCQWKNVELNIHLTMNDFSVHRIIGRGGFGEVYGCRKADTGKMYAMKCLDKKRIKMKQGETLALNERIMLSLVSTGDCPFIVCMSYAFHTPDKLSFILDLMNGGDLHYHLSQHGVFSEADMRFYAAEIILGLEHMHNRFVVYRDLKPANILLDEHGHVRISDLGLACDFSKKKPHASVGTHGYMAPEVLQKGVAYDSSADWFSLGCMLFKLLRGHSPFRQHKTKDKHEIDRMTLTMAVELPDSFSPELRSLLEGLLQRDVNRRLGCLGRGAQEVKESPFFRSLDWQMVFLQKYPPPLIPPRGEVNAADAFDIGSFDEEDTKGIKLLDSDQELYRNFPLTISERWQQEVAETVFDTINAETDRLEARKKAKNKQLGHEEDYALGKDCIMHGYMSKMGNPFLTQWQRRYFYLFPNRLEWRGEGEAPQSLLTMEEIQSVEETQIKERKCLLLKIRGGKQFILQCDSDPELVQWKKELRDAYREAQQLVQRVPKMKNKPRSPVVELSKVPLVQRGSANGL
MEP2-GFP yeast = yeast TOR pathway MEP2-GFP modulation; 330,000 compounds, 0.51% hits; GFP response vs DMSO, % at 10 µM; S. cerevisiae MEP2-GFP strain, flow cytometry GFP, 3 h; 100% = DMSO control level;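 active means GFP response versus DMSO above a set limit, roughly screen mean plus 3 SD, cut at about 180% in these data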;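 further: median GFP fluorescence of the barcode-gated MEP2-GFP cells per well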
AGP1 TOR yeast = modulators of TOR pathway AGP1-GFP in S. cerevisiae; S. cerevisiae AGP1-GFP multiplex flow cytometry, 3 h; GFP as percent of DMSO wells; GFP response vs DMSO, % at 10 µM; 320,000 compounds, 0.02% hits; AID 2066;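 active means GFP response relative to DMSO above a set limit, near screen average plus 3 SD, cut at about 150% in these data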;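 further: median GFP channel fluorescence of the gated AGP1 strain per well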
GASC-1 inh = human JMJD2C demethylase inhibition; Q9H3R0; GST-JMJD2C(1-420) H3K9me3 demethylation, DELFIA europium; inhibition, % at 2.35 µM; 330,000 compounds, 0.069% hits; AID 2099;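 active means more than half of a compound's replicate wells show inhibition beyond 50%, single wells judged on their own value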;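 further: signal counts dimethyl H3K9 product captured on neutravidin plate; 0% = median of DMSO wells and 100% = 0.3 times that DMSO median; strong numbers were not always called active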
Target sequence (Q9H3R0 1-420 limits assumed): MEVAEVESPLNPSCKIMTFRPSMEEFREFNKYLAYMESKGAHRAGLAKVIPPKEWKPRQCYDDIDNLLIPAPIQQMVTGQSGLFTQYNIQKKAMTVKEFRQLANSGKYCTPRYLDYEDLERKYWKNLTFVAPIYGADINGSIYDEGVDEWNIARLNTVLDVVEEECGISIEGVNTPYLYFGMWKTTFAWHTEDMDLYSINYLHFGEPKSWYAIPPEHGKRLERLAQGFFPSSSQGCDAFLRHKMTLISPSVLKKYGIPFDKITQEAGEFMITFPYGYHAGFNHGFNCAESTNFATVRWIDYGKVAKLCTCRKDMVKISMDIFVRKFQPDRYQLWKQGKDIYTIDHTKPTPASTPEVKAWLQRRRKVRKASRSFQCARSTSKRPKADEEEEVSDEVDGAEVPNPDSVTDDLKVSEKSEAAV
Active calls of the source: *; · = not tested or not shown.

#	Compound	MEP2-GFP yeast	AGP1 TOR yeast	CIT2 TOR yeast	GRK2 aptamer HTS	RPL19A-GFP yeast	VLA-4 inh	GASC-1 inh	LAP4-GFP MLPCN
1	COc1ccc(N2CCN(C(=O)C3Cc4ccccc4CN3C(=O)c3ccco3)CC2)cc1 (centres undefined)	115.2	93.3	107.8	1.0	104.0	13.9	7.8	101.0
2	C/C(CC(=O)Nc1ccc2c(c1)OCCO2)=N\NC(=O)c1ccc([N+](=O)[O-])cc1Cl	112.5	103.0	106.3	5.0	109.7	11.8	-1.3	103.0
3	COc1ccc(C(=O)CCC(=O)Nc2ccc(Cl)cc2)cc1	104.9	96.3	92.7	1.0	98.9	-0.2	-0.6	99.7
4	Cc1ccc(NC(=O)CN(C)C(=O)/C=C/c2cccc(F)c2)cc1	100.0	97.8	85.2	1.0	97.2	22.7	1.2	111.5
5	O=C(c1cnc2n(c1=O)CCS2)N(C1CCCCC1)C1CCCCC1	93.7	102.0	125.4	0.0	95.7	-23.3	-3.6	94.0
6	COc1ccc(OC)c(NC(=O)C(C)Oc2ccc(Br)cc2)c1 (centres undefined)	103.1	104.3	99.8	0.0	94.8	20.4	-3.7	105.0
7	CCCN(CCC)S(=O)(=O)c1cccc(C(=O)N=c2sccn2C)c1	95.1	86.5	102.8	1.0	97.9	2.5	4.3	80.5
8	COC(=O)c1ccc(CO/N=C(\NC(C)=O)c2nonc2NC(C)=O)cc1	91.5	102.6	103.8	0.0	109.4	3.7	5.2	84.8
9	O=C(Nc1cc(S(=O)(=O)N2CCCCC2)ccc1N1CCCCC1)c1ccncc1	93.7	104.4	99.1	2.0	94.4	10.1	7.5	101.4
10	COc1ccc(-c2nn(CC(=O)N3CCCCC3)c(=O)c3ccccc23)cc1	107.3	104.0	110.2	0.0	105.3	17.8	1.2	103.6
11	CC(=O)Nc1ccccc1-c1nc2ccc(C(=O)N3CCN(c4cc(C)ccc4C)CC3)cc2[nH]c1=O	98.5	92.2	97.7	0.0	98.2	7.0	4.5	94.1
12	CCCCN(C)CCN1C(=O)C2C(C(=O)Nc3ccc(Cl)cc3)C3C=CC2(O3)C1C(=O)NC1CCCCC1 (centres undefined)	109.5	70.0	88.9	0.0	87.6	6.3	-2.7	89.0
13	CCOc1ccc(C2C(C#N)=C(N)Oc3cc(C)n(CCN(C)C)c(=O)c32)cc1OCC (centres undefined)	100.9	103.3	108.5	2.0	100.5	-2.5	2.7	100.6
14	COc1ccc(-c2nnn(CC(=O)N(Cc3cccs3)C(C)C(=O)NC3CCCC3)n2)cc1OC (centres undefined)	96.2	98.4	93.9	0.0	98.2	0.1	19.6	99.8
15	CN(CC(=O)Nc1ccc(F)cc1)C(=O)COc1ncnc2ccccc12	98.8	99.0	91.7	7.0	95.2	5.9	10.5	103.7
16	O=C(c1ccc(S(=O)(=O)Nc2ccccc2)cc1)N1CCCC(C(F)(F)F)C1 (centres undefined)	98.0	102.6	99.6	0.0	95.4	6.6	5.0	98.1
17	O=C(COC(=O)C12CC3CC(CC(O)(C3)C1)C2)Nc1ccc(Cl)cc1F	95.4	91.5	89.5	0.0	91.3	-12.2	-2.3	86.7
18	Cc1ccc(C)c(N(CC(=O)Nc2ccc(-c3nc4ccc(C)cc4s3)cc2)S(C)(=O)=O)c1	99.8	95.8	97.6	0.0	100.6	4.5	3.9	89.9
19	O=C(Cc1ccc2ccccc2c1)Nc1ccccc1Br	98.0	102.2	96.4	0.0	100.3	-2.8	1.2	96.1
20	Cc1csc(NC(=O)c2ccc(OCC3CCCO3)cc2)n1 (centres undefined)	100.2	102.0	95.2	5.0	97.9	5.7	8.3	107.1
21	O=C(O)C1Nc2c(C(F)(F)F)ccc(Cl)c2C2C=CCC12 (centres undefined)	90.4	97.8	97.2	0.0	97.7	-47.0	169.3	100.3
22	NNC(=S)Nc1ccc(C(F)(F)F)cc1Cl	103.0	111.2	105.4	·	100.5	2.7	-0.7	112.5
23	Cc1cc(NC(=O)CN2CC(C)OC(C)C2)n(-c2nc3ccccc3s2)n1 (centres undefined)	105.8	106.4	·	0.0	105.5	-6.2	-1.1	96.2
24	CCCNC(=O)CS(=O)(=O)Cc1nc(-c2cccc(OC)c2)oc1C	99.4	97.1	107.2	0.0	99.2	-3.6	12.3	94.2
25	CC(C)(C)c1ccc(Cn2nc(CC(=O)O)c3ccccc3c2=O)cc1	94.4	98.0	86.8	0.0	92.6	1.9	11.5	100.3

Additional entries follow.
#	Compound	MEP2-GFP yeast	AGP1 TOR yeast	CIT2 TOR yeast	GRK2 aptamer HTS	RPL19A-GFP yeast	VLA-4 inh	GASC-1 inh	LAP4-GFP MLPCN
26	COc1ccc(F)cc1S(=O)(=O)NCCN1CCOCC1	104.7	98.5	99.6	3.0	103.5	0.0	-5.6	93.1
27	Cc1ccc(C)c(N2CCN(C(=O)CCCn3c(=O)c4cccn4c4cccnc43)CC2)c1	104.2	87.6	91.7	1.0	90.0	-5.3	7.8	106.7
28	CCOC(=O)C1C(=O)CC(C)(O)C(C(=O)OCC)C1c1cc(Br)ccc1OC (centres undefined)	100.7	99.6	94.1	0.0	100.0	9.3	-5.5	112.9
29	Cc1ccc(Cn2c(=N)n(CC(O)COc3ccccc3)c3ccccc32)cc1 (centres undefined)	95.1	89.1	·	0.0	92.8	21.9	12.1	95.0
30	COC(=O)c1ccc(NC(=S)N2CCN(Cc3ccccc3OC)CC2)cc1	91.6	87.0	93.4	0.0	97.6	-2.0	11.8	96.2
31	COc1ccc(C(=O)NCCS(=O)(=O)NCc2cccnc2)cc1	96.0	112.5	111.6	0.0	108.3	4.8	-4.0	99.5
32	Cc1cc(C)c(S(=O)(=O)N2CCN(C(=O)C3COc4ccccc4O3)CC2)c(C)c1 (centres undefined)	94.9	96.8	103.7	2.0	100.0	21.8	-0.1	102.7
33	Cc1cccn2c(=O)c3cc(S(=O)(=O)c4ccccc4)c(=N)n(Cc4cccnc4)c3nc12	103.2	108.4	104.1	0.0	98.8	2.8	18.1	101.6
34	CC(=O)c1cccc(NC(=O)N2C3CCC2CC(NC(=O)Nc2ccccc2)C3)c1 (centres undefined)	106.9	104.5	102.6	2.0	101.2	-1.5	2.3	101.5
35	CN(C)S(=O)(=O)c1ccc(-c2csc(-c3cccnc3)n2)cc1	103.6	91.7	98.9	1.0	96.9	-22.3	·	94.5
36	CC1Sc2ccc(S(=O)(=O)CCC(=O)N3CCCC3)cc2NC1=O (centres undefined)	85.1	93.7	99.5	0.0	94.0	0.9	-0.9	106.4
37	CN1C(=O)NC(c2ccc(O)cc2)C(C(=O)c2cccs2)C1(O)C(F)(F)F (centres undefined)	103.9	108.4	98.9	1.0	100.8	12.3	-3.6	90.8
38	CCOc1ccc(N=CNc2ccc(OCC)cc2)cc1	105.6	91.6	95.7	1.0	98.8	0.3	-1.3	89.3
39	O=C(Cc1ccc(Cl)cc1)N/N=C/c1ccncc1	98.0	99.2	97.5	0.0	98.6	-2.9	5.2	95.7
40	Cc1ccc2nc(NC(=O)COC(=O)c3cccnc3)sc2c1	88.4	87.4	82.4	3.0	91.1	21.8	-7.7	95.6
41	CC(NS(=O)(=O)c1ccc2c(c1)OCCO2)c1ccccc1 (centres undefined)	100.5	96.2	92.3	1.0	96.9	-1.4	2.5	97.2
42	CCc1ccccc1NC(=O)CC(NCc1ccccc1)C(=O)O (centres undefined)	110.6	100.0	105.8	0.0	102.0	4.1	-1.1	106.2
43	Cc1cc(C)n(CCc2nc(-c3ccc(C(C)(C)C)cc3)cs2)n1	106.6	95.1	92.8	0.0	97.3	6.0	-0.2	81.1
44	CCOc1ccc(S(=O)(=O)N(CC)CC)cc1NC(=O)CSCc1c(C)noc1C	97.5	90.1	86.7	0.0	91.6	1.1	-17.7	99.8
45	CCc1ccc2nc3c(c(C(=O)O)c2c1)CCC3	101.3	106.4	102.9	13.0	102.7	-0.3	-9.2	96.8
46	O=C(CSc1nc2c(c(=O)[nH]1)CCC2)Nc1cccc(Cl)c1	102.4	114.1	106.6	5.0	103.9	-3.9	1.5	95.9
47	COc1ccc(CC(=O)NCc2nnc(SCC(=O)Nc3ccc(OC)cc3)n2C)cc1	108.5	91.9	109.1	0.0	95.7	6.5	1.8	88.9
48	COc1ccc(S(=O)(=O)N2CCCCCC2)cc1NC(=O)CN1C(=O)CNC1=O	114.3	107.3	110.6	0.0	108.5	7.6	-1.5	104.0
49	CCOc1ccc(C(=O)NCC(=O)OCCN2C(=O)c3ccccc3C2=O)cc1OCC	91.6	92.0	85.1	0.0	91.5	6.0	-1.4	92.2
50	C[C@]12CCC(=O)CC1CCC1C2CC[C@@]2(C)C1CC[C@@]21CCO1 (some centres undefined)	91.0	78.8	73.8	0.0	96.4	-20.4	37.5	105.8

One compound at a time, from the list above.
CCOC(=O)C1C(=O)CC(C)(O)C(C(=O)OCC)C1c1cc(Br)ccc1OC (centres undefined) as listed: MEP2-GFP yeast: 100.7; AGP1 TOR yeast: 99.6; CIT2 TOR yeast: 94.1; GRK2 aptamer HTS: 0.0; RPL19A-GFP yeast: 100.0; VLA-4 inh: 9.3; GASC-1 inh: -5.5; LAP4-GFP MLPCN: 112.9
CCc1ccccc1NC(=O)CC(NCc1ccccc1)C(=O)O (centres undefined) as listed: MEP2-GFP yeast: 110.6; AGP1 TOR yeast: 100.0; CIT2 TOR yeast: 105.8; GRK2 aptamer HTS: 0.0; RPL19A-GFP yeast: 102.0; VLA-4 inh: 4.1; GASC-1 inh: -1.1; LAP4-GFP MLPCN: 106.2

(further entries)
#	Compound	MEP2-GFP yeast	AGP1 TOR yeast	CIT2 TOR yeast	GRK2 aptamer HTS	RPL19A-GFP yeast	VLA-4 inh	GASC-1 inh	LAP4-GFP MLPCN
51	CC1(C)C2CCC1(C)C(NCC(O)COc1ccc(C#N)cc1)C2 (centres undefined)	94.3	96.4	94.2	0.0	88.9	-9.1	-19.1	96.6
52	O=C(O)c1cn(-c2ccc(F)c(F)c2)c2c(F)c(F)c(F)c(F)c2c1=O	94.9	93.9	93.5	3.0	88.9	-9.9	17.6	101.0
53	Cc1cccc(NC(=O)CNC(=O)c2cccc(S(=O)(=O)NCc3cccs3)c2)c1C	100.3	99.6	106.2	3.0	98.8	6.0	0.5	100.2
54	COc1cc(C2NC(=O)NC(C)=C2C(=O)OC(C)(C)C)ccc1OCC(=O)O (centres undefined)	101.1	105.3	110.1	0.0	104.6	-6.4	7.9	102.7
55	CCc1cc(=O)[nH]c(SCC(=O)N2CCC(Cc3ccccc3)CC2)n1	94.4	89.3	80.0	0.0	86.1	-0.9	44.2	93.3
56	COC(=O)c1ccc(NC(=O)CCCCCn2nnc3ccccc3c2=O)cc1	116.3	98.6	98.5	0.0	109.2	-4.5	6.3	103.0
57	Cc1ccc(NC2=CC(=O)C(=O)c3ccccc32)c(C)c1	103.7	93.0	99.2	4.0	99.6	11.2	0.9	97.0
58	CCC(=O)NC(c1cccs1)c1cc([N+](=O)[O-])c2cccnc2c1O (centres undefined)	86.1	92.3	94.4	4.0	97.8	-5.0	-34.8	85.9
59	O=C(COC(=O)c1c[nH]c2ccccc12)NC1CCCCC1	97.8	94.8	97.9	0.0	97.0	9.3	1.1	94.9
60	Cc1oc2c(c1C(=O)NCCCC(=O)O)CCCC2	104.3	106.1	96.0	4.0	102.0	9.7	13.2	99.2
61	CC(Sc1nnc(-c2cccnc2)n1N)C(=O)N1CCOCC1 (centres undefined)	99.5	101.2	91.5	0.0	97.1	12.6	60.9	102.4
62	O=C(c1ccccc1)N1CCN(C(=O)c2ccccc2Br)CC1	103.5	104.8	95.9	4.0	100.2	22.8	-5.8	93.0
63	CCc1ccccc1NC(=O)CSc1nc2[nH]c(=O)cc(O)c2s1	100.3	101.8	104.0	2.0	101.9	7.4	17.2	88.3
64	COc1ccc(S(=O)(=O)N(C)CC(=O)Nc2cccc(C(C)=O)c2)cc1	102.9	98.2	102.2	0.0	101.2	-7.3	6.3	101.3
